# aSyn 5UTR inh – MLPCN primary screen, SNCA 5' untranslated region; hit rate 0.82% among 300,000; inhibition, % (tested at 7.5 µM); alpha-synuclein 5'UTR reporter, inhibitor activity; in the data active = inhibition above about 60%;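 also: H4 neuroglioblastoma cells stably carrying SNCA 5'UTR luciferase fusion; 0% = DMSO wells and 100% = positive control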
# TRPC4 block – inhibitors of mouse TRPC4 channel, primary screen, Fluo4 calcium, HEK293 TRPC4beta/mu-opioid cells; DAMGO-evoked Fluo4 calcium flux; hits give low values; AID 2247, 2010; hit rate 0.39% among 300,000; B-score at 10 µM; Short transient receptor potential channel 4 (Mus musculus), Q9QUQ5;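 active = B-score over 3 SD under the library average, no early fluorescence shift, positive overall ratio signal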
# Target sequence (Q9QUQ5 whole entry, looked up): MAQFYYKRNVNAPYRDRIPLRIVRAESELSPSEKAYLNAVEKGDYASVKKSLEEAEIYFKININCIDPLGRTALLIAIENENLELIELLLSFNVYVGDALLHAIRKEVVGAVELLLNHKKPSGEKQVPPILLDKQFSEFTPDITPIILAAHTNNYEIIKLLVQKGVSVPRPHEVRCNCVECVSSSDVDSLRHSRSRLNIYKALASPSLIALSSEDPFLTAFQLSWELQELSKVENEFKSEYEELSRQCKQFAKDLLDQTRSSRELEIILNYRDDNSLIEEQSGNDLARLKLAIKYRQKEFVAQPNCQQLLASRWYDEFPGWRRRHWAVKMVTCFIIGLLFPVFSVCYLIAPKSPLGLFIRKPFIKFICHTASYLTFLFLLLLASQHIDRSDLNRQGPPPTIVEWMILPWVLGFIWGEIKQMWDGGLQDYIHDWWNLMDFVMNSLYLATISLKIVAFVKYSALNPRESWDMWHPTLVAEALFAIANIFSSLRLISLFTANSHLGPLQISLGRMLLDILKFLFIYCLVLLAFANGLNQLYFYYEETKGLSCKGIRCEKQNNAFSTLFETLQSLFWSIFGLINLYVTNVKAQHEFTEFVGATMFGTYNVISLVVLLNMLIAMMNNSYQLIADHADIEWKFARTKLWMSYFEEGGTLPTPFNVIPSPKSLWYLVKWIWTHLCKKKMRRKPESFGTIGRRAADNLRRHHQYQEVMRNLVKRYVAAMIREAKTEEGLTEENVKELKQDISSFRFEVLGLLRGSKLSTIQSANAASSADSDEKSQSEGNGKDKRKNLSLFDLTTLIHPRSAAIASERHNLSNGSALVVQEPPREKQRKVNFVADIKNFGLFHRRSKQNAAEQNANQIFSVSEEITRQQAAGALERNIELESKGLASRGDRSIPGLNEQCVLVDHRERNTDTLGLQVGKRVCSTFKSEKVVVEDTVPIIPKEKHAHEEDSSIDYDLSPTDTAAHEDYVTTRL
#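 Assay system: Stable TRPC4beta/mu-opioid receptor HEK293 cells | Reagent: DAMGO in two steps, submaximal then maximal | Compound dosing: Single concentration per test compound | Signal: Fluo4 Ca2+ flux fluorescence | Evaluation: Per-well B score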
# SKKanGAS inh – S. pyogenes SKKanGAS growth inhibitors in kanamycin, primary screen, streptokinase expression inhibitor project, SKKanGAS strain, BacTiter-Glo luminescence. 6 h. inhibition, % at 7.5 µM. AID 1662, 2009. hit rate 1.3% among 300,000;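 active = mean replicate score, as percent of positive control median, at least 50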;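 also: strain carries kanamycin resistance gene driven by streptokinase promoter and grows in 40 µg/ml kanamycin; loss of luminescence reflects streptokinase promoter inhibition or plain growth inhibition; 0% = median of DMSO wells and 100% = positive control at its reference dose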
# HIF activator – HIF pathway transcriptional activators, primary screen, cell-based, U2OS HRE-luciferase, luminescence. U2OS HRE-luciferase reporter; normalized: DMSO 0%, desferrioxamine 100%. activation, % at 7.5 µM (by protocol). hit rate 0.32% among 300,000. AID 1910, 2009;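 active = mean activation of at least 10% of the iron chelator positive control signal, with at least half of replicates also reaching 10%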
# MrgX1 antag – antagonists of human MrgX1 receptor, primary screen, HEK293 cells, Fluo-4 calcium flux | Mas-related G-protein coupled receptor member X1 (Homo sapiens), Q96LB2 | BAM8-22 antagonism; hits give low values | B-score at 10 µM | hit rate 1.3% among 310,000 | AID 588676, 2011;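 active = calcium-response B-score plate-corrected more than 3 library SD below zero, starting fluorescence within 5 deviations, no agonist response on first addition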;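 also: peak minus trough fluorescence over baseline after final BAM8-22 challenge near maximal dose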
# IEC-6 tox – cytotoxicity in IEC-6 intestinal epithelial cells, primary screen, cytotoxicity control for KLF5 inhibitor project, cell-based, luminescence. IEC-6 cytotoxicity, luminescence viability. inhibition, % at 5 µM. hit rate 0.78% among 290,000; in the data active = inhibition above about 22%;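 also: 0% = plate median of test compound wells and 100% = cytotoxic reference compound wells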
# TRPC6 inhibitor – mouse TRPC6 channel inhibitors, primary screen, cell-based, HEK293, membrane potential dye; ACh-evoked depolarization; hits give low values; B-score at 10 µM; Short transient receptor potential channel 6 (Mus musculus), Q61143; hit rate 1.1% among 310,000;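 active = B-score under library mean minus 3 SD, initial fluorescence not abnormally high, positive integrated signal ratio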;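 also: B-score derived from integrated fluorescence ratio over the kinetic read; more negative B-score means stronger inhibition of depolarization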
# TRPC4 agonist – activators of mouse TRPC4 channel, primary screen, Fluo4 calcium, HEK293 TRPC4beta/mu-opioid cells. Fluo4 calcium fluorescence; hits give high values. B-score at 10 µM. hit rate 0.49% among 310,000;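 active = B-score above 5 SD of library B-scores, and initial fluorescence ratio not above library mean plus 5 SD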;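 also: positive B-score marks a calcium rise read as TRPC4 activation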
#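 Incubation: 45 min room-temperature Fluo4 loading, 110 s read / System: HEK293 cells stably co-expressing mouse TRPC4beta and mu-opioid receptor / Signal: Fluo4 fluorescence, kinetic / Control set: buffer (low) and maximal DAMGO (high) / Measure: integrated baseline-normalised fluorescence ratio, converted to per-well B score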
# TRPC6 activator – mouse TRPC6 channel activators, primary screen, cell-based, HEK293, membrane potential dye; Short transient receptor potential channel 6 (Mus musculus), Q61143; HEK293-TRPC6 membrane potential dye fluorescence; hits give high values; B-score at 10 µM; hit rate 0.13% among 310,000; AID 2550, 2010;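 active = B-score of the integrated fluorescence ratio above library mean plus 3 SD, and starting fluorescence ratio within library mean plus 5 SD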;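 also: higher score means more depolarization so channel activation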
# TRPC4 potent – positive allosteric modulators of TRPC4, primary screen, cell-based, mouse TRPC4beta, HEK293 mu-opioid, Fluo-4 calcium; Short transient receptor potential channel 4 (Mus musculus), Q9QUQ5; DAMGO EC20, Fluo-4 Ca2+ flux; hits give high values; B-score at 10 µM; hit rate 0.42% among 310,000; AID 2227, 2009;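 active = B-score of calcium response area above 5 SD of library B-scores, with initial fluorescence ratio within 5 SD of library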;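 also: B-score of integrated fluorescence ratio over time as area under calcium response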
# KLF5 inhibitor – KLF5 expression inhibitors, primary screen, DLD-1 cells, luminescence; inhibition, % at 5 µM; DLD-1 KLF5 promoter-luciferase reporter; hit rate 0.23% among 290,000;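 active = inhibition above a per-plate limit of that plate's mean compound inhibition plus 3 SD, cut at about 60% in these data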;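 also: 0% = DMSO wells and 100% = LY294002 at 200 µM; higher means less KLF5 promoter-driven luciferase light; inactives centre near -14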
# * hit, by the source's call; i = inactive; / = no result given.
SMILES,aSyn 5UTR inh,TRPC4 block,SKKanGAS inh,HIF activator,MrgX1 antag,IEC-6 tox,TRPC6 inhibitor,TRPC4 agonist,TRPC6 activator,TRPC4 potent,KLF5 inhibitor
O=C(CSc1nnnn1-c1cccnc1)Nc1cccc(Cl)c1,3,i,2,0.0,i,-1,i,i,i,i,-29
CC(C)c1ccc(OCC(=O)N(c2ccccn2)C2CCCCC2)cc1,-6,i,-6,0.6,i,6,i,i,i,i,-14
Cc1cccc(Nc2nc(N)c([N+](=O)[O-])c(N3CCOCC3)n2)c1,31,i,2,-0.2,i,0,i,i,i,i,-1
O=C(Nc1ccc(N2CCOCC2)c(Cl)c1)c1ccccc1Cl,-66,i,-4,1.8,i,1,i,i,i,i,-93
COc1ccc(OCC(O)CN2C(=O)c3ccccc3S2(=O)=O)cc1 (stereo not drawn),-26,i,0,-0.2,i,3,i,i,i,i,-18
CCOc1cc(N2CCOCC2)c(OCC)cc1NC(=O)COC(=O)CCOc1ccc(C)cc1,0,i,-9,-2.1,i,/,i,i,i,i,/
CC(CN1CCOCC1)OC(=O)c1ccccc1Cl (stereo not drawn),-13,i,10,-2.1,i,0,i,i,i,i,-34
O=C(Cc1ccc(S(=O)(=O)N2CCOCC2)s1)NCCOc1ccccc1F,-1,i,3,0.3,i,/,i,i,i,i,/
CC1(C)CC(=O)C=C(NCCCN2CCCC2=O)C1,-28,i,-5,0.4,i,8,i,i,i,i,-23
NS(=O)(=O)c1ccc(CCN2C(=O)/C(=C\c3ccc(Cl)cc3)SC2=S)cc1,-33,i,15,0.3,i,1,i,i,i,i,-3
O=C(N/C=C/c1ccco1)OCc1ccccc1,-14,i,8,0.0,i,-5,i,i,i,i,-30
Cn1c(=O)c2c(nc(Sc3ncnn3CC(=O)NC(C)(C)C)n2C)n(C)c1=O,12,i,0,0.1,i,-1,i,i,i,i,-12
CCOC(=O)c1cc(-c2ccc(Cl)cc2)nc2c1c(C)nn2CCC#N,34,i,28,-0.4,i,-3,i,i,i,i,-25
O=C1CC(c2cccc(Br)c2)C2=C(COC2=O)N1 (stereo not drawn),1,i,/,-0.1,i,4,i,i,i,i,-40
COc1ccc(C2C3=C(CC(C)(C)CC3=O)Oc3ncn(Cc4ccccc4)c(=N)c32)cc1 (stereo not drawn),15,i,-15,-0.1,i,4,-5.4*,i,i,i,-13
Cc1ccc(C(=O)Nc2cccc3[nH]c(C(F)(F)F)nc23)cc1,15,i,-6,-4.5,i,0,i,i,i,i,-4
CCCNc1c(NS(=O)(=O)c2ccc(OC)c(OC)c2)c(=O)oc2ccccc12,15,i,-8,0.5,i,5,i,i,i,i,-4
C=CCO/N=C/C1=C(O)C(C(=O)OC)C(C)(C)CC1=O (stereo not drawn),11,i,3,0.0,i,5,i,i,i,i,1
O=C(O)c1c[nH]c2ccc(S(=O)(=O)N3CCN(c4ccc(F)cc4)CC3)cc2c1=O,-1,i,1,0.1,i,-6,i,i,i,i,7
O=C(Nc1ccccc1O)c1nc(Cl)ccc1Cl,-43,i,1,-0.2,i,-1,i,i,i,i,-1
Cn1nnnc1SCC(=O)N1CCN(Cc2ccccc2)CC1,-8,i,-8,0.4,i,1,i,i,i,i,6
O=C(NCCc1c[nH]c2ccccc12)Nc1ccccc1,-23,i,-6,-0.6,i,0,i,i,i,i,-9
Cc1c(Cl)cccc1NC(=O)CSC(N)=O,-31,i,1,0.0,i,2,i,i,i,i,17
CCO[C@@H]1OC(C(=O)NCc2ccccc2)=C[C@H](c2cn(C(C)=O)c3ccccc23)[C@H]1CCCO,17,i,8,-0.5,i,5,i,i,i,i,-17

# Sorted by count of non-hydrogen atoms (largest number first): part of the list above.
SMILES,aSyn 5UTR inh,TRPC4 block,SKKanGAS inh,HIF activator,MrgX1 antag,IEC-6 tox,TRPC6 inhibitor,TRPC4 agonist,TRPC6 activator,TRPC4 potent,KLF5 inhibitor
COc1ccc(C2C3=C(CC(C)(C)CC3=O)Oc3ncn(Cc4ccccc4)c(=N)c32)cc1 (stereo not drawn),15,i,-15,-0.1,i,4,-5.4*,i,i,i,-13
Cn1nnnc1SCC(=O)N1CCN(Cc2ccccc2)CC1,-8,i,-8,0.4,i,1,i,i,i,i,6
O=C(Nc1ccccc1O)c1nc(Cl)ccc1Cl,-43,i,1,-0.2,i,-1,i,i,i,i,-1

# Next structures follow:
SMILES,aSyn 5UTR inh,TRPC4 block,SKKanGAS inh,HIF activator,MrgX1 antag,IEC-6 tox,TRPC6 inhibitor,TRPC4 agonist,TRPC6 activator,TRPC4 potent,KLF5 inhibitor
CCCC(=O)NCc1cc(-c2nn(C)c(=O)c3ccccc23)ccc1OC,-12,i,-14,-0.5,i,-8,i,i,i,i,-31
COc1ccc(OC)c(-c2cnc(OC(C)(C)C)nc2OC(C)(C)C)c1,-50,i,-6,0.4,i,8,i,i,i,i,-15
Cc1ccccc1NC(=O)C1CCN(S(=O)(=O)c2cccc3nonc23)CC1,18,i,18,-15,i,-6,i,i,i,i,7
Cc1cc(OC(=O)N2CCOCC2)cc(C)c1Cl,-4,i,4,-0.2,i,-1,i,i,i,i,-19
O=C(CSc1cccc[n+]1[O-])CSc1cccc[n+]1[O-],10,i,17,-1.0,i,55*,i,i,i,i,-15
O=C(COc1ccc(/C=N/NS(=O)(=O)c2ccccc2)cc1)NCc1ccccc1,8,i,2,0.2,i,1,i,i,i,i,12
COc1ccc(N2CCN(C(=O)c3cccc(N4C(=O)C5C6C=CC(C6)C5C4=O)c3)CC2)cc1 (stereo not drawn),8,i,-8,-0.6,i,3,i,i,i,i,-15
O=C(CSc1nc(-c2ccccc2)c(-c2ccccc2)o1)NC1CCS(=O)(=O)C1 (stereo not drawn),30,i,3,-0.3,i,-1,i,i,i,i,10
Cc1ccc(OCC(=O)N/N=C/c2cccn2C)cc1,-2,i,8,0.9,i,2,i,i,i,i,17
O=C(Nc1cccn2ncnc12)c1cccc(C(F)(F)F)c1,-59,i,-8,1.7,i,-2,i,i,i,i,7
COc1ccccc1N(CC(=O)NCCSCc1ccccc1)S(C)(=O)=O,6,i,-1,-1.6,i,-4,i,i,i,i,-14
OCCC1CN(Cc2ccon2)CCN1Cc1ccc(F)c(F)c1 (stereo not drawn),24,i,-6,0.6,-8.5*,-2,i,i,i,i,-7
CCSc1sc(CC)cc1C=O,11,i,2,0.0,i,5,i,i,i,i,-7
O=C1c2cccnc2C(Nc2ccccc2)N1Cc1ccco1 (stereo not drawn),-21,i,4,2.3,i,-2,i,i,i,i,-17
Cc1cccc(-n2cnc3cc(C(=O)N4CCCCC4)ccc32)c1,-74,i,-1,1.2,i,-3,i,i,i,i,-72
O=C(CN1C(=O)c2cccc3cccc1c23)NCc1ccccn1,-17,i,-1,1.3,i,-1,i,i,i,i,-3
O=C(c1cc(COc2ccc(F)cc2Cl)on1)N1CCC(c2ccncc2)CC1,-31,i,-19,0.3,i,-3,i,i,i,i,-78
O=C(NC1CCCCC1)C1CCCN1S(=O)(=O)c1cccc2nsnc12 (stereo not drawn),-8,i,-1,-0.3,i,-1,i,i,i,i,-3
CCCc1cc(-c2nc(-c3ccc(C)cc3)cs2)ccn1,-48,i,29,3.1,i,1,i,i,i,i,-41
O=C(C1CCCN(S(=O)(=O)c2cccc3nonc23)C1)N1CCC(Cc2ccccc2)CC1 (stereo not drawn),14,i,6,-0.4,i,-6,i,i,i,i,-6
CCn1c(/C=C/c2cc(Br)ccc2O)nc2ccccc2c1=O,-37,i,-2,-1.1,i,-7,i,i,i,i,-11
C/C=C/Cn1c(SCc2ccccc2)nc2c1c(=O)[nH]c(=O)n2C,33,i,-1,0.1,i,0,i,i,i,i,0
CC(=O)Nc1ccc(S(=O)(=O)N2CCN(c3cc(C)nc4ncnn34)CC2)cc1,-11,i,-4,-0.4,i,-1,i,i,i,i,-31
Cc1c(NC(=O)COc2ccc(C(C)C)cc2)c(=O)n(-c2ccccc2)n1C,-2,i,2,-0.3,i,0,i,i,i,i,6
O=C(C1=C[C@@H](C2CCCCC2)C[C@@H](OCCCCO)O1)N1CCOCC1,-13,i,2,-1.7,i,2,i,i,i,i,6
CCc1ccc(OC(C)C(=O)Nc2ccccc2C(=O)N2CCOCC2)cc1 (stereo not drawn),9,i,0,-0.6,i,-2,i,i,i,i,-11
COc1ccc(Oc2ccccc2C=O)cc1,3,i,-12,0.0,i,2,i,i,i,i,6
COC(=O)c1ccsc1NC(=O)CCc1ccccc1,-109,i,6,3.3,i,2,i,i,i,i,-45
O=C(NCC1CCCO1)C(c1cccs1)N(C(=O)Cn1nnc(-c2cccs2)n1)C1CCCC1 (stereo not drawn),1,i,-3,-0.7,i,3,i,i,i,i,7
CCNc1oc(-c2ccccc2F)nc1S(=O)(=O)c1ccccc1,-3,i,2,-0.4,i,-2,i,i,i,i,-16
CCC(Oc1ccccc1)C(=O)Nc1ccccc1N1CCCCC1 (stereo not drawn),19,i,61*,0.7,i,5,i,i,i,i,-5
COc1ccc(S(=O)(=O)NCCc2ccco2)cc1OC,3,i,-1,-0.5,i,-7,i,i,i,i,-30
O=C(CSc1ccc(-c2cccnc2)nn1)N1CCCC1,9,i,-2,0.1,i,2,i,i,i,i,-30
Cc1ccc(C(C(=O)NC(C)(C)C)N(CCCN2CCOCC2)C(=O)c2ccc(-c3ccccc3)[nH]2)o1 (stereo not drawn),-35,i,2,1.7,i,10,i,i,i,i,-26
Cc1cc(C)nc(N/N=C/C=C/c2ccccc2)n1,-55,i,-1,1.7,i,6,i,i,i,i,-17
CCCCCNC(=O)CN(c1ccc2c(c1)OCO2)S(C)(=O)=O,-10,i,-3,0.1,i,4,i,i,i,i,-4
CCOC(=O)CSc1nnc(CNc2nc(-c3ccccc3)cs2)n1C,6,i,-2,-0.2,i,-3,i,i,i,i,-21
CC(C)(C)c1ccc(/C=C/C(=O)NC2CCS(=O)(=O)C2)cc1 (stereo not drawn),-1,i,-2,-0.3,i,3,i,i,i,i,-30
O=C(C[n+]1cc(-c2ccc(F)cc2)n2c1CCC2)Nc1nc(-c2ccccc2)cs1,-89,i,0,0.5,i,-1,i,i,i,i,-32
COc1ccc(C(=O)N/N=C(\C)c2ccc(NC(=O)Cc3ccccc3)cc2)c(OC)c1,-36,i,1,1.3,i,-8,i,i,i,i,-47
